Assay outcomes as filed in PubChem BioAssay.
TCR act: Activators of T cell receptors: qHTS campaign; 330,000 tested, under 10 active; primary human leukocytes, anti-CD3, IL-2 HTRF, 48 h; Potency, µM (series often up to 9.22 µM), for inactives: at the top dose activation of IL-2 secretion, hits mostly activators; further: % of control where 0% means no effect
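Using a-CD3 beads without co-stimulation, primary human leukocytes were exposed to compounds for 48 hr. An HTRF IL-2 kit measured the cytokine, with europium-to-d2 energy transfer producing emission at 665nm upon 320nm excitation.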
BCR signal inh: qHTS Assay to Find Inhibitors of Chronic Active B-Cell Receptor Signaling; Potency, µM (top dose mostly 46.1 µM), for inactives: at the highest dose ratio change, negative = lower green/red ratio, usual class: inhibitors; ABC-DLBCL IkBa-CBG/CBR reporter, luminescence ratio, 4 h; 340,000 tested, 0.05% active; AID 493014, 2011; active means well fitted inhibition curve with a large enough effect in the signal ratio, with a control signal flat, not every such curve was filed as active; inconclusive means small, poorly fitted or top-dose-only effect, or effect the other way, or a change in a side signal; the % refers to the signal ratio;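 further: potency means the concentration at half of the fitted maximal effect; plate controls were basal doxycycline-induced cells for no effect and cells given 10 µM MG132 for full effect; MG132 reads +100%, hits lower the ratio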
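TMD8 human ABC-DLBCL cells with doxycycline-inducible IκBα–green luciferase fusion and unfused red luciferase, in 0.5% FBS medium; compounds up to 46 uM, 4 h at 37C. Green/red luminescence ratio, filter-overlap corrected, fitted to concentration-response curves.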
TSHR antag: Antagonists of the Thyroid Stimulating Hormone Receptor: HTS campaign. Thyrotropin receptor (Homo sapiens), P16473. TSHR-expressing cells, TSH-stimulated cAMP HTRF, 2 h; stronger effect = lower value. activity change, negative = inhibition, % at 11.5 µM. 330,000 tested, 0.2% active;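 active means activity change below a set negative limit, meaning inhibition stronger than a set level, cut at about -70% in these data; inconclusive means activity change between two set negative limits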; further: on the % scale 0 is the no-effect control and ±100 the full control effect
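Freshly harvested TSHR cells receive pin-tooled compound, then EC80 TSH at 4nM final. After 2 hours at 37 deg C, antibody in lysis buffer and cAMP-d2 are added; 30 minutes at ambient temperature precede the HTRF read.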
USP2a inh: qHTS Assay for Inhibitors of Ubiquitin-specific Protease USP2a Using CHOP2 as the Reporter | Ubiquitin carboxyl-terminal hydrolase 2 (Homo sapiens), O75604 | 330,000 tested, 0.01% active | USP2 core, Ub-CHOP2 coupled fluorogenic reporter, 485/531 | Potency, µM (top dose mostly 38.3 µM), for inactives: at the top dose activity change, negative = inhibition, usual class: inhibitors;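 further: potency means the concentration at half of the fitted maximal effect; plate controls were DMSO wells for no effect and full inhibition by NEM control for full effect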
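USP2 core (10nM final) preincubated 30min RT with compound in 20mM Tris-HCl pH 8.0, 2mM CaCl2, 2mM beta-mercaptoethanol, 0.05% CHAPS; 25nM Ub-CHOP2 plus 25nM reporter substrate added, fluorescence (Ex485/Em531) read after 60min.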
PTAP TSG101 blk: qHTS Assay for Iinhibitors of HIV-1 Budding by Blocking the Interaction of PTAP/TSG101 | Fluorescence polarization, FITC-PTAP peptide / Tsg101 binding | Potency, µM (titrated, usually from 115 µM), inactives show top-dose activity change, negative = inhibition, most hits filed as inhibitors | Tumor susceptibility gene 101 protein (Homo sapiens), Q99816 | 340,000 tested, under 10 active; active means well fitted inhibition curve with a large enough effect in the main read-out, with a control signal flat, not every such curve was filed as active; inconclusive means small, poorly fitted or top-dose-only effect, or effect the other way, or a change in a side signal; inactive means no such curve, though single readings can be large or run the other way; further: potency means the concentration at half of the fitted maximal effect; % of control where 0% means no effect
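Steps: Tsg101 binding domain dispensed (10 uM final), compounds pinned in DMSO, FITC-labeled PTAP-motif peptide added (50 nM final); after 20 min binding at room temperature, polarization measured.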
Eya2 inh: qHTS Assay for Inhibitors of the Phosphatase Activity of Eya2; Protein phosphatase EYA2 (Homo sapiens), O00167; recombinant Eya2, OMFP fluorescence dephosphorylation (OMFP is methylfluorescein phosphate); Potency, µM (doses to about 76.9 µM), for inactives: top-dose activity, negative = inhibition, hits mostly inhibitors; 330,000 tested, 0.006% active; AID 488837, 2010; further: potency means the concentration at half of the fitted maximal effect; on the % scale 0 is the no-effect control and ±100 the full control effect
Target sequence (O00167 whole entry, looked up): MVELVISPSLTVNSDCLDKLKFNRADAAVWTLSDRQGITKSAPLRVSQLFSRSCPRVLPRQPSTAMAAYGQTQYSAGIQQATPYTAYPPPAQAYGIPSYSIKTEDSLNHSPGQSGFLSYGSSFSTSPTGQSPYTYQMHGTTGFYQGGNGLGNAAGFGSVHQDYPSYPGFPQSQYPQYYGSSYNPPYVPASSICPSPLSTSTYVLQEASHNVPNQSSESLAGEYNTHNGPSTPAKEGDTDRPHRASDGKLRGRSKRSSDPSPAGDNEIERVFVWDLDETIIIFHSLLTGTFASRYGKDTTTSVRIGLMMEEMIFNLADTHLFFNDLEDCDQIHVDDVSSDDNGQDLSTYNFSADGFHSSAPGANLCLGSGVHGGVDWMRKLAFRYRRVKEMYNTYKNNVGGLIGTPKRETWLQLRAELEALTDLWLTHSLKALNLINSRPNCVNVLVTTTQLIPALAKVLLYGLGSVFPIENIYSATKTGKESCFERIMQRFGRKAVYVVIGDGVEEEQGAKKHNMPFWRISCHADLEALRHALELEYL
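Eya2 protein (added as 0.2 uM solution) was preincubated with compound for 10 min at ambient temperature in 50 mM HEPES pH 7.5, 50 mM NaCl, 5 uM MgCl2, 0.05% BSA, 1 mM DTT. OMFP (added at 50 uM) then reacted 10 min; fluorescence read at 485/525 nm.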
uPA surface inh: qHTS for Inhibitors of Cell Surface uPA Generation | cell surface uPA generation assay, qHTS | Potency, µM (top dose mostly 38.3 µM), without a hit: top-dose activity change, negative = inhibition, most hits filed as inhibitors | 330,000 tested, 0.31% active | AID 540303, 2011; active means well fitted inhibition curve with a large enough effect; inconclusive means small, poorly fitted or top-dose-only effect; inactive means no such curve, though single readings can be large or run the other way; tested in mouse RAW 264.7 cells; further: potency means the concentration at half of the fitted maximal effect; on the % scale 0 is the no-effect control and ±100 the full control effect; nearly all actives have a fitted effect of over 55% in size
B2AR arrestin: qHTS assay of beta-arrestin-biased ligands of beta2-adrenergic receptor; Beta-2 adrenergic receptor (Homo sapiens), P07550; beta-arrestin recruitment to beta2AR, cell-based reporter; Potency, µM (titrated, usually from 46.1 µM), without a hit: at the highest dose activation, most hits filed as activators; 330,000 tested, 0.02% active;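 further: potency means the concentration at half of the fitted maximal effect; 0% = DMSO controls and full agonism = EC100 isoproterenol or metaproterenol; nearly all actives have a fitted effect of over 65% in size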
Target sequence (P07550 whole entry, looked up): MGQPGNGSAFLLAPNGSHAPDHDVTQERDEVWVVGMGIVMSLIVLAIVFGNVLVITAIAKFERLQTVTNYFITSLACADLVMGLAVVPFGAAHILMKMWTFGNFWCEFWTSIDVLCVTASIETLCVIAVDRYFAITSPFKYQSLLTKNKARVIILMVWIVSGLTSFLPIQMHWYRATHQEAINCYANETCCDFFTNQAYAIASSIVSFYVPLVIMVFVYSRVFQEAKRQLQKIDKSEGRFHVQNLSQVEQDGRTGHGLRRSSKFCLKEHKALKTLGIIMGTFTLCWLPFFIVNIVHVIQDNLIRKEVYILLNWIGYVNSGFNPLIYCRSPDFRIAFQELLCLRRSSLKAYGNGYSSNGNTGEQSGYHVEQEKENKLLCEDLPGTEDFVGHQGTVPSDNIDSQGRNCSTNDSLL
Mito fusion yeast: qHTS Assay for Small Molecule Inhibitors of Mitochondrial Division or Activators of Mitochondrial Fusion. S. cerevisiae fusion-defective mutant growth rescue, CellTiterGlo 48 h. Potency, µM (highest dose often 46.1 µM), without a hit: top-dose growth rescue (activation), actives largely listed as activators. AID 485298, 2010. 320,000 tested, 0.23% active;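 further: potency means the concentration at half of the fitted maximal effect; % of control where 0% means no effect; nearly all actives have a fitted effect of over 45% in size; temperature-sensitive fusion mutants such as fzo1-1 at 37 °C on non-fermentable ethanol glycerol medium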
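Luminescent cell viability in 1536-well qHTS format served as the measure of rescued growth in ts fusion-mutant S. cerevisiae cultured on non-fermentable YPEG for 48 hours at 37C.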
Tb PFK block: qHTS Assay to Find Inhibitors of T. brucei phosphofructokinase. T. brucei PFK, ADP-Glo luminescence. 330,000 tested, 0.17% active. AID 485367, 2010. Potency, µM (highest dose often 57.5 µM), for inactives: top-dose activity, negative = inhibition, actives largely listed as inhibitors;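 further: potency means the concentration at half of the fitted maximal effect; 0% = uninhibited 1x PFK enzyme wells and -100% = no-enzyme wells; nearly all actives have a fitted effect of over 60% in size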
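Luminescent ADP detection (ADP-Glo, two-step: ATP depletion then ADP-to-ATP conversion for luciferase) reported PFK activity after 45 min room-temperature reaction of 1.25 nM enzyme with 0.5 mM F6P and 0.1 mM ATP at pH 8.0.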
ELG1 DNA repair: qHTS screen for small molecules that inhibit ELG1-dependent DNA repair in human embryonic kidney (HEK293T) cells expressing luciferase-tagged ELG1. 330,000 tested, 2.3% active. HEK293T ELG1-luciferase reporter, luminescence, 16 h; DNA damage induced by 5-fluorouridine. Potency, µM (top dose mostly 46.1 µM), inactives show at the highest dose activity change, negative = inhibition, hits mostly inhibitors; further: potency means the concentration at half of the fitted maximal effect; on the % scale 0 is the no-effect control and ±100 the full control effect; nearly all actives have a fitted effect of over 55% in size
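HEK293T cells expressing luciferase-tagged ELG1 (2,000/well) received 5-Fluorouridine plus compound or DMSO for 16 hr at 37 °C. Luciferase was read by ONE-Glo luminescence after 30 min at room temperature.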
* marks the source's active call; other numbers are inactive results; ? = inconclusive; . = not tested or not shown; [ ] = dose if it differs, or a comment. Unless noted, the call rests on the fitted dose curve; in most records, active means well fitted curve in the direction sought with a large enough effect; inconclusive means small, poorly fitted or top-dose-only effect, or another doubt; inactive means no such curve, though single readings can be large; an effect the other way counts as inactive or inconclusive. This is a random part of the collection, and some 3% of all compounds hit somewhere here.

SMILES	TCR act	BCR signal inh	TSHR antag	USP2a inh	PTAP TSG101 blk	Eya2 inh	uPA surface inh	B2AR arrestin	Mito fusion yeast	Tb PFK block	ELG1 DNA repair
Cc1cc(NC(=O)CSc2nnc(-c3ccncc3)n2N)ccc1Br	-3%	-1%	-6	1%	-5%	6%	-3%	-0.1%	-8%	2%	-7%
Cc1ccc(OCC(=O)c2ccc3c(c2)CCCC3)cc1C	4%	1%	-3	2%	-6%	9%	14%	-0.3%	5%	2%	?
Cc1ccc(CN2CCN(Cc3cnc(C)s3)CC2CCO)cc1 (stereo unspecified)	-7%	-1%	-5	0%	-2%	-9%	-3%	-0.3%	-3%	3%	3%
Cc1ccc(NC(=O)CN2C(=O)C(=O)N(C3CCCC3)C2=O)c(Cl)c1	5%	2%	-5	2%	-7%	10%	17%	0.0%	-9%	-6%	-4%
Cc1cccc(C)c1OCCNC(=O)c1ccc2ccccc2n1	-28%	2%	-18	-1%	-4%	-5%	4%	0.0%	-1%	5%	?
Cc1cccc(OCC(=O)Nc2ncn[nH]2)c1C	5%	5%	6	6%	-2%	-3%	2%	-0.2%	13%	1%	?
COc1ccc(OC)c(C2/C(=C(/O)c3ccccc3)C(=O)C(=O)N2Cc2ccco2)c1 (stereo unspecified)	-1%[46.1 µM]	11%	2	2%	-3%	1%	0%	-0.4%	0%	-10%	4%
Cc1ccc(S(=O)(=O)/N=C(/Nc2cccc(O)c2)c2ccccc2)cc1	-1%	-1%	14	3%	0%	-5%	0%	0.6%	3%	3%	2%
N#Cc1cnn(Cc2ccccc2)c1/N=C/N1CCOCC1	9%	?	2	-1%	-5%	1%	-3%	-2.2%	-2%	-1%	-3%
COC(=O)Cc1c(C)nc2nc(-c3ccc(C)cc3)[nH]n2c1=O	7%	?	2	5%	-3%	-13%	-6%	0.2%	0%	1%	?
COCCNc1nnc(Cc2ccc(Cl)cc2)c(=O)[nH]1	5%	3%	-2	-2%	-9%	-30%	?	0.2%	17%	1%	5%
COc1ccccc1OCc1nnc(SCC(=O)Nc2ccc(N3CCOCC3)cc2)n1C	0%	0%	-15	-1%	1%	-3%	-4%	0.4%	1%	-2%	14%
COc1ccc(-n2nc3c(c2NC(=O)CCCCl)CSC3)cc1	-3%	-13%	-10	4%	-6%	14%	-17%	0.1%	0%	-2%	26%
Cc1cc(C)nc(N2CCC(CNC(=O)CCc3ccccc3)CC2)n1	4%	2%	13	0%	-3%	-10%	2%	0.3%	5%	0%	-15%
COC(=O)NCc1cc2cc(Cl)ccc2[nH]1	-9%[46.1 µM]	10%	27	0%	-4%	-1%	.	-1.2%	-7%	-26%	-6%
C/C(CC(=O)Nc1ccc(C)c(Cl)c1)=N\NC(=O)Cc1ccccc1	2%[46.1 µM]	-1%	0	4%	1%	0%	-7%	-0.3%	-2%	0%	19%
CCN1C(=O)[C@H]2[C@@H](c3ccc(-c4cc(C(C)=O)cs4)cc3)N3CCC[C@@]3(C(=O)OC)[C@H]2C1=O	3%	0%	-6	2%	-14%	21%	2%	0.0%	-1%	-7%	?
Cc1ccc(NC(=O)Cn2sc3nc(C)cc(C)c3c2=O)c(Cl)c1	3%	3%	-9	1%	-1%	2%	5%	0.4%	-28%	11µM*	?
COc1ccccc1NC(=O)NCCc1c[nH]c2ccccc12	2%	.	0	0%	-6%	4%	15%	-0.8%	-5%	0%	1%
O=C(C[n+]1cccc(CNC(=O)c2ccc(OC(F)F)cc2)c1)Nc1ccc(F)cc1	-2%[46.1 µM]	?	9	2%	-2%	-3%	2%	-1.0%	-5%	-1%	6%
COc1cc(/C=N/NC(=O)/C(=C\c2ccc([N+](=O)[O-])cc2)NC(=O)c2ccccc2)cc(OC)c1O	.	?	-6	-12%	-3%	?	4%	0.1%	1%	4%	-2%
O=C(COc1ccc(Cc2ccccc2)cc1)c1ccc(F)cc1	5%[46.1 µM]	9%	-22	-1%	0%	-3%	-3%	-0.4%	13%	-1%	?
COc1ccc(Cn2c(-c3ccc(OC)cc3)nc3c(c(=O)c4ccccc4n3C)c2=O)cc1	-10%[46.1 µM]	1%	-6	-1%	.	-16%	.	0.2%	-13%	-8%	?
COc1cc(C)nc(NS(=O)(=O)c2ccccc2)n1	-6%	-9%	-2	0%	-1%	20%	-1%	0.0%	-7%	1%	5%
CCC(C)NC(=O)CN(c1ccc(OC)cc1)S(=O)(=O)c1ccc(NC(C)=O)cc1 (stereo unspecified)	-1%	?	2	1%	-5%	-3%	-2%	0.1%	-11%	0%	-9%
Cc1cc(=O)[nH]c(Nc2cccc(Br)c2)n1	7%	5%	-9	-1%	1%	-4%	8%	-0.4%	2%	-14%	?
c1ccc2c(c1)ncn2CCC1CCCCC1	-8%	3%	-21	-9%	-2%	-19%	0%	-0.1%	-3%	-2%	-19%
COc1ccc(CC(=O)NC(C)c2ccc3ccccc3c2)cc1 (stereo unspecified)	-2%	-6%	2	0%	-5%	1%	-33%	-0.3%	2%	-6%	4%
CN(Cc1nc(Cc2ccccc2F)no1)CC1(N2CCOCC2)CCCCC1	0%	7%	1	1%	-4%	9%	1%	0.2%	0%	-2%	10%
O=C(Nc1cccc(C(F)(F)F)c1)c1cc(-c2ccc(F)cc2)on1	0%	?	-20	-2%	-5%	-24%	5%	0.1%	4%	4%	?
CCCN1C(=O)c2cc(C(=O)NCc3ccc(OC)cc3)ccc2C1O (stereo unspecified)	0%[46.1 µM]	-3%	10	0%	-2%	0%	-5%	0.1%	-2%	2%	4%
O=C(NCCCN1CCN(Cc2ccccc2)CC1)C1CCN(S(=O)(=O)N2CCCC2)CC1	12%	6%	-27	1%	-3%	-3%	3%	-0.3%	-5%	3%	7%
CC(=O)NS(=O)(=O)c1ccc2c(c1)C(=O)c1cc(S(=O)(=O)NC(C)=O)ccc1-2	.	0%	5	1%	-8%	-12%	17%	-1.1%	1%	-2%	-9%
CCOc1ccc(NC(=O)c2nccnc2CO)cc1	6%	?	4	-1%	-4%	-2%	.	-0.1%	-9%	8%	?
Cc1cccc(NS(=O)(=O)c2c(C)[nH]c(C)c2C(=O)N2CCCC2)c1	2%	0%	0	3%	-2%	15%	9%	-0.1%	-17%	2%	0%
O=c1c2ccccc2nnn1CSc1ccc2c(c1)OCCO2	6%	?	-20	-1%	-2%	-10%	-3%	0.2%	-3%	-3%	?
CN1C2CCC1/C(=C\c1ccccc1F)C(=O)/C2=C/c1ccccc1F	1%[46.1 µM]	-6%	-2	0%	-2%	-9%	-8%	0.0%	-1%	-3%	-1%
O=C1CS/C(=N\c2ccccn2)N1C1CCCCC1	4%	-3%	-13	-2%	-1%	14%	-4%	0.2%	-2%	3%	-1%
CCc1c(C)nc(SCC(=O)NNC(=O)c2ccco2)[nH]c1=O	7%	-1%	1	0%	-1%	1%	-3%	-1.2%	1%	-5%	-1%
CC(C)NC(=O)c1ccc(CN2CCC(Cc3ccccc3)CC2)cc1	5%	3%	9	1%	-1%	3%	-5%	-0.4%	-1%	-5%	-24%
CCOCCCNC(=O)c1cc2c(=O)[nH]c3ccccc3c2s1	-7%	1%	0	4%	-6%	-3%	-3%	3.1%	-2%	7%	11%
COc1ccc(-c2sc3ccccc3c2C#CCCO)cc1	-3%	26%	-18	-6%	-4%	-13%	-17%	0.4%	13%	0%	-8%
COc1cccc(C2=NOC(C(=O)NCc3ccc(F)cc3)C2)c1 (stereo unspecified)	0%	?	12	6%	0%	-8%	-3%	0.5%	2%	7%	3%
C/C(=N\NC(=O)c1cccnc1)c1ccc(OC2OCCOC2Oc2ccc(/C(C)=N/NC(=O)c3cccnc3)cc2)cc1 (stereo unspecified)	1%	?	1	7%	2%	-5%	1%	0.2%	1%	-6%	4%
